High-throughput results deposited in PubChem BioAssay by National Center for Advancing Translational Sciences (NCATS).
TRHR agonist – qHTS for Small Molecule Agonists and Allosteric Enhancers of Human TRH Receptor: Primary Screen for Agonists; Thyrotropin-releasing hormone receptor (Homo sapiens), P34981; TRHR cells, calcium flux fluo-8, FDSS agonist mode; activation, % at 2 µM; 0.18% of 360,000 active; in the data active = activation above about 30%; note: 0% is about no effect
Target sequence (P34981 whole entry, looked up): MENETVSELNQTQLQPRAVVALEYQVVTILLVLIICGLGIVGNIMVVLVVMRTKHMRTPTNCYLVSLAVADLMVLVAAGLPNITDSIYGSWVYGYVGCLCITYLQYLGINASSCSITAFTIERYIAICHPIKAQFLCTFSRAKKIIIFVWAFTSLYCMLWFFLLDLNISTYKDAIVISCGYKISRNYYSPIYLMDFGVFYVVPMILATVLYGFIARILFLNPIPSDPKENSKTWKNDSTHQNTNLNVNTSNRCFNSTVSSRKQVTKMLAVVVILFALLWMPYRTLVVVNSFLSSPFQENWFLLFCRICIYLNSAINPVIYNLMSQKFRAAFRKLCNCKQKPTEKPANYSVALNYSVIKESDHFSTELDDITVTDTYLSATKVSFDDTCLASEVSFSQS
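Steps: seed TRHR cells overnight; add fluo-8 no-wash Ca dye, RT 30 min–1.5 h; record 10 s baseline; pin-transfer compounds; monitor fluorescence 1 cycle/s for the agonist window. Calcium increases flag candidate agonists.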
ERG Ets-DNA blk – qHTS for Small Molecule Inhibitors of the ERG Ets/DNA interaction; fluorescence polarization, His-ERG Ets domain / labelled DNA; Potency, µM (titrated, usually from 76.9 µM), for inactives: top-dose FP activity, negative = inhibition, most hits filed as inhibitors; Transcriptional regulator ERG (Homo sapiens), P11308; 0.028% of 370,000 active; active = well fitted inhibition curve with a large enough effect in the polarisation, with a control signal flat; inconclusive = small, poorly fitted or top-dose-only effect, or effect the other way, or a change in a side signal; inactive = no such curve, though single readings can be large or run the other way; the % refers to the polarisation;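 note: polarization taken with two DNA probes labelled with fluorescein and Texas red; potency is the fitted concentration of half-maximal effect; % of control where 0% means no effect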
Target sequence (P11308 whole entry, looked up, the tested form may be a part): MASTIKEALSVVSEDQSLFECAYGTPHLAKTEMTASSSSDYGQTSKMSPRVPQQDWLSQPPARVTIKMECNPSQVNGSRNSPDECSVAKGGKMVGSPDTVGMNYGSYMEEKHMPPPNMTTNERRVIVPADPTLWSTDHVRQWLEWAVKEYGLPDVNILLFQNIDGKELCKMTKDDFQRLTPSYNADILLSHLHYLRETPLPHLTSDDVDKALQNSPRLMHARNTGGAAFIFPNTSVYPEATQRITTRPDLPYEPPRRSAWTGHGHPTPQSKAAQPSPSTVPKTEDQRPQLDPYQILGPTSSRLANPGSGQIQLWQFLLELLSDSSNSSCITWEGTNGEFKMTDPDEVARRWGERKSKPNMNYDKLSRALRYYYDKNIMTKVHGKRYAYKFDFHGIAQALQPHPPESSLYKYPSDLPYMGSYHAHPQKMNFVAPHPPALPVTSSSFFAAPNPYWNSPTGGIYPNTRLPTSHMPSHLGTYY
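His-tagged ERG Ets domain (1 uM in the protein solution; 300mM KCl, 50mM Tris-HCl, 1mM EDTA, 1mM DTT, pH 7.5) received compound, then a probe mix of 5 nM fluorescein-DNA and 100nM Texas-615-DNA. Fluorescence polarization was read for both dyes.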
Pol iota inh – qHTS for Inhibitors of Polymerase Iota | DNA polymerase iota (Homo sapiens), Q9UNA4 | Pol iota fluorescent replication assay, 10 min | Potency, µM (series often up to 115 µM), for the others: top-dose activity, negative = inhibition, most hits filed as inhibitors | 1% of 390,000 active | AID 588590, 2011; note: potency is the fitted concentration of half-maximal effect
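Pol iota at 10 nM preincubated 15 min with compounds at room temperature; reaction started with fluorescent substrate, 50 nM final. Fluorescence read kinetically at 0 and 10 min; buffer-only wells as negative control.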
BLM inh – qHTS Assay for Inhibitors of Bloom's syndrome helicase (BLM); recombinant BLM DNA unwinding, fluorescence dequenching; Potency, µM (titrated, usually from 56.1 µM), for the others: top-dose activity change, negative = inhibition, usual class: inhibitors; 0.2% of 350,000 active; AID 2528, 2010;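 note: potency is the fitted concentration of half-maximal effect; plate controls were vehicle for no effect and no enzyme for full effect; nearly all actives have a fitted effect of over 35% in size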
Apoferritin bind – qHTS Assay for Identification of Novel General Anesthetics; 0.074% of 350,000 active; Potency, µM (series often up to 77.5 µM), without a hit: at the top dose activity change, negative = displacement, usual class: inhibitors; Ferritin light chain (Equus caballus), P02791; apoferritin/1-aminoanthracene competitive binding, fluorescence; note: potency is the fitted concentration of half-maximal effect; % is set by controls: 0 for no effect and ±100 for the full control effect; nearly all actives have a fitted effect of over 20% in size
Target sequence (P02791 2-175 limits assumed): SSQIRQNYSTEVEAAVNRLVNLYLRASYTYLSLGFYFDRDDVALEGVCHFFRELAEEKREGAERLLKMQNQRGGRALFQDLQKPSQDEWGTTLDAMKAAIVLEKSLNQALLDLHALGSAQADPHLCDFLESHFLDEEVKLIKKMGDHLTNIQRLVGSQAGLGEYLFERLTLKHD
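Horse-spleen apoferritin (10 uM) was mixed with 50% saturated 1-aminoanthracene in PBS, exposed to compounds for 10 min at room temperature, and read for fluorescence (ex 380 nm, em 535 nm). Competitive displacement was fitted with a four-parameter Hill equation.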
POLB inh – qHTS Assay for Inhibitors of DNA Polymerase Beta. P06746. Pol beta primer extension/strand displacement, fluorescence kinetic. Potency, µM (highest dose often 114 µM), for the others: at the top dose activity change, negative = inhibition, usual class: inhibitors. 1.3% of 340,000 active; note: potency is the fitted concentration of half-maximal effect; % is set by controls: 0 for no effect and ±100 for the full control effect
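Kinetic readout of DNA synthesis with strand displacement by Pol beta. Compound and 10 nM enzyme sit 15 min at room temperature; 50 nM substrate starts the reaction, read immediately and at 10 min.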
Pol kappa inh – qHTS for Inhibitors of Polymerase Kappa; Potency, µM (titrated, usually from 107 µM), for inactives: top-dose activity, negative = inhibition, most hits filed as inhibitors; purified Pol kappa, fluorescent DNA synthesis assay, 10 min; AID 588579, 2011; 0.53% of 400,000 active; note: potency is the fitted concentration of half-maximal effect; % is set by controls: 0 for no effect and ±100 for the full control effect
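Kinetic fluorescence readout at 0 and 10 min followed reaction start with substrate at 50 nM final. Beforehand, enzyme (10 nM Pol kappa) stood 15 min with compound at room temperature; buffer-only wells were negative controls.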
APEX1 inh – qHTS Assay for Inhibitors of the Human Apurinic/apyrimidinic Endonuclease 1 (APE1); recombinant APE1, TAMRA/BHQ-2 abasic DNA cleavage fluorescence; Potency, µM (titrated, usually from 65.8 µM), without a hit: at the highest dose activity change, negative = inhibition, hits mostly inhibitors; 0.35% of 350,000 active;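 note: potency is the fitted concentration of half-maximal effect; plate controls were vehicle for no effect and reference inhibitor for full effect; nearly all actives have a fitted effect of over 55% in size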
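Enzyme (0.75 nM final) and test compound are incubated 15 min at room temperature before adding 50 nM quenched THF abasic-site duplex. Cleavage dequenches TAMRA, followed at 525/598 nm over three reads one minute apart.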
ALOX12 inh – Primary qHTS assay for inhibitors of human arachidonate 12S-lipoxygenase (ALOX12): Round 2; 1.1% of 580,000 active; AID 1671190, 2021; Potency, µM (series often up to 108 µM), without a hit: top-dose activity change, negative = inhibition, hits mostly inhibitors; Polyunsaturated fatty acid lipoxygenase ALOX12 (Homo sapiens), P18054; purified 12hLO, xylenol orange hydroperoxide absorbance; note: potency is the fitted concentration of half-maximal effect; % is set by controls: 0 for no effect and ±100 for the full control effect
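Purified human 12hLO (150 nM final) in 25 mM Hepes, 0.01% Triton X-100, pH 7.0 was preincubated 15 min at room temperature with compound. Then 40 uM arachidonic acid was added, 30 min. Hydroperoxide was read by Fe-XO absorbance ratio 573/405 nm.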
The depositor's hits bear a star; ? = inconclusive; . = not tested or not shown; & = joins results of further samples; [ ] = remark or other dose. Unless noted, calls come from the whole dose curve; as a rule, active = well fitted curve in the direction sought with a large enough effect; inconclusive = small, poorly fitted or top-dose-only effect, or another doubt; inactive = no such curve, though single readings can be large; an effect the other way counts as inactive or inconclusive. The list is partial. The share of hits here may be higher or lower than overall.

SMILES	TRHR agonist	ERG Ets-DNA blk	Pol iota inh	BLM inh	Apoferritin bind	POLB inh	Pol kappa inh	APEX1 inh	ALOX12 inh
Cc1cc(N2CCN(c3cccc(C)c3C)CC2)n2cnnc2n1	-0.9	2%	?	-4%	50%	0.16µM*	-28%	.	?
CCN(C(=O)CSc1nnc(-c2ccccc2OC)n1N)c1c(N)n(Cc2ccccc2)c(=O)[nH]c1=O	.	11%	4%	.	.	.	-17%	.	0%
Nc1c(C(=O)Nc2ccc3c(c2)OCCO3)nnn1CCc1ccccc1	0.4	-19%	32%[activator]	-1%	?	10%	-6%	-10%	465%[activator]
COc1ccc(/C=C/C(=O)c2ccc(C)s2)cc1	.	.	.	0%	.	.	-10%[19.4 µM]	-5%	-51%
COc1ccc(C(=O)c2ccc(Br)cc2)cc1	-1.1	-1%	?	-9%	-3%	14%	6%	20%	-4%
O=C(CCN1C(=O)c2ccccc2S1(=O)=O)N1CCN(c2ccccc2F)CC1	0.0	9%	3%	.	.	.	-10%	-11%	-1%
O=c1[nH]c(NCc2ccco2)nnc1Cc1ccccc1Cl	0.1	8%	-6%	-8%	-9%	7%	-3%	1%	3%
c1csc(C2=NC(c3ccncc3)=Nc3ccccc3N2)c1	-1.6	5%	-10%	2%	52%	6%	-11%	.	-2%
O=c1c2c3c(sc2n(Cc2ccccc2F)c(=O)n1-c1ccc(Cl)cc1)CCCC3	0.9	-4%	-3%	-8%	-5%	1%	-7%	.	-19%
CC1=C(C(=O)OCC(C)C)C(c2ccccc2Cl)NC(=O)N1C (stereo not given)	-0.8	10%	16%	-3%	-19%	36%[activator]	9%	-3%	-1%
COC(=O)c1c(NC(=O)c2cc(OC)c(OC)c(OC)c2Br)sc2c1CCC(C)C2 (stereo not given)	1.3	2%	5%	-7%	-10%	3%	6%	.	-21%
CCC(C)NCCOc1ccc(C(C)(C)c2ccccc2)cc1 (stereo not given)	2.5	3%	99%[activator]	10%	?	-4%	10%	-6%	?
Cc1c(NC(=O)c2ccc(N3C(=O)C4C5C=CC(C5)C4C3=O)cc2)c(=O)n(-c2ccccc2)n1C (stereo not given)	0.4	-2%	-2%	1%	-19%	6%	-6%	-1%	0%
Cc1cc(=O)n(CC(=O)N2CCCc3ccccc32)c2c1c(C)nn2-c1cccc(F)c1	0.4	-3%	8%	-2%	0%	3%	1%	.	-18%
CC(=O)c1cc2c(cc1NC(=O)Cn1nc(-c3ccc(F)cc3)ccc1=O)OCO2	0.0	-1%	73%[activator]	-1%	-17%	0%	-6%	10%[12.4 µM]	-4%
CCOC(=O)C1(CC2CCCCO2)CCN(S(=O)(=O)c2ccccc2)CC1 (stereo not given)	-1.0	-2%	-10%	-1%	-13%	9%	-8%	31%[activator]	-81%
COc1ccc(-n2c(SCc3nc(-c4ccc(Cl)cc4)no3)nnc2-c2ccncc2)cc1	1.6	1%	-1%	-3%	?	2%	9%	.	-5%
Cc1cc(C(=O)Nc2ccncc2)ccc1[N+](=O)[O-]	1.3	-4%	126%[activator]	-1%	-3%	10%	-5%	30%	0%
CCSCCOC(=O)C1=C(C)NC(=O)NC1c1ccc2c(c1)OCO2 (stereo not given)	-0.2	14%	8%	-3%	-15%	1%	-6%	-1%	?
O=C1CC(c2ccccc2)=NN1c1nc(-c2ccccc2)cs1	0.7	-9%	20µM*	-27%	-16%	32µM*	40µM*	-5%	-26%
CCNC(=O)C1CCCN(c2nnc(C)c3c(C)n(-c4ccc(C)cc4)nc23)C1 (stereo not given)	-0.6	-3%	10%	2%	-12%	-24%	-10%	.	4%
CC(Sc1nc(=O)cc(N)n1CCc1ccccc1)C(=O)NCc1ccccc1 (stereo not given)	1.9	11%	100%[activator]	-7%	-8%	0%	2%	7%	-3%
CCn1nnnc1-c1ccc(OC)c(S(=O)(=O)Nc2ccc(OC)cc2)c1	-0.6	-2%	7%	-10%	3%	2%	4%	1%	-10%
COc1ccccc1-n1ccnc1SCC(=O)NCc1ccco1	0.4	1%	16%	-6%	-10%	-16%	-29%	-8%	39%[activator]

Brought forward from above: four entries, then new ones.
SMILES	TRHR agonist	ERG Ets-DNA blk	Pol iota inh	BLM inh	Apoferritin bind	POLB inh	Pol kappa inh	APEX1 inh	ALOX12 inh
CCNC(=O)C1CCCN(c2nnc(C)c3c(C)n(-c4ccc(C)cc4)nc23)C1 (stereo not given)	-0.6	-3%	10%	2%	-12%	-24%	-10%	.	4%
CC(Sc1nc(=O)cc(N)n1CCc1ccccc1)C(=O)NCc1ccccc1 (stereo not given)	1.9	11%	100%[activator]	-7%	-8%	0%	2%	7%	-3%
CCn1nnnc1-c1ccc(OC)c(S(=O)(=O)Nc2ccc(OC)cc2)c1	-0.6	-2%	7%	-10%	3%	2%	4%	1%	-10%
COc1ccccc1-n1ccnc1SCC(=O)NCc1ccco1	0.4	1%	16%	-6%	-10%	-16%	-29%	-8%	39%[activator]
Cc1ccc(N=Nc2[nH]c3ccccc3c2O)cc1	13	-2%	32%[activator]	-10%	-2%	?	-1%	-2%	?
CCCCn1cnc2cc(NCc3ccc(OCC)cc3)ccc21	-0.6	-5%	8%	-8%	2%	-1%	-1%	.	-11%
COc1ccccc1OCC#CCNC1CCCCC1C (stereo not given)	0.5	4%	15%	-3%	-7%	-3%	-2%	3%	-5%
COc1ccc(C(C)(C)C)cc1NC(=O)C1CCCO1 (stereo not given)	-0.4	-10%	-10%	-7%	-7%	31%	17%	13%	-6%
Cc1ccc(NC(=O)c2cc(NC(=O)CCCC(=O)O)ccc2Cl)cc1Cl	0.1	?	-5%	0%	-5%	0%	-16%	-2%	8%
O=C(CCN1C(=O)c2ccccc2C1=O)N1CCCCCC1	0.2	-2%	11%	0%	-6%	-10%	-4%	2%	1%
CCOC(=O)C1=C(C)NC(C)=C(C(=O)OCC)C1C(=O)OCC(=O)NC1(C#N)CCCCC1	0.0	-6%	21%	.	.	.	-19%	-6%	?
O=C1CCCCCCCN1Cc1ccccc1	.	-13%	21%	.	.	.	-12%	.	-13%
COc1ccc(NS(=O)(=O)c2ccc3c(c2)NC(=O)CC(=O)N3)cc1OC	1.2	5%	-15%	0%	-4%	37%	-1%	-1%	2%
CCC1Sc2ccccc2N(CC(=O)NCc2ccc(C)cc2)C1=O (stereo not given)	-0.8	1%	20%	-2%	-6%	11%	-1%[60.1 µM]	.	-27%
O=C(c1cc(-c2ccco2)nc2ccccc12)N1CCN(Cc2ccccc2)CC1	0.6	4%	?	.	.	.	-19%	-6%	?
COc1cccc(C(=O)CC2(O)C(=O)N(Cc3ccccc3)c3ccccc32)c1 (stereo not given)	-0.1	0%	0%	-5%	?	-25%	-2%	.	-5%
O=C(Nc1nc(-c2ccc(Oc3ccccc3)cc2)cs1)C1=COCCO1	0.1	0%	26%	-7%	-9%	-4%	-6%	-7%	?
COc1ccccc1NCC(=O)N/N=C/c1cccnc1	-1.6	10%	-28%[58.9 µM]	-7%	-16%	0%	0%	-4%	26%
COc1ccc(C2C3=C(CC(C)(C)CC3=O)OC(N)=C2[N+](=O)[O-])cc1 (stereo not given)	-0.3	-18%	-11%	4%	8%	4%	-6%	5%	-10%
Fc1ccc(C2=NC(c3cccc(C(F)(F)F)c3)=Nc3ccccc3N2)cc1	4.0	2%	16%	-3%	-9%	22%	0%	.	1%
O=C(OCC(=O)N1CCCC1)c1ccccc1C(=O)c1ccccc1	0.6	27%	-5%	.	.	.	7%	6%	3%
Cc1cc2oc(C(=O)Nc3ccc(S(=O)(=O)N4CCCC(C)C4)cc3)cc(=O)c2cc1Cl (stereo not given)	-0.2	7%	10%	-4%	-8%	-15%	-12%	3%	-13%&10%
Cc1c(C(=O)NC(C)c2ccncc2)oc2ccccc12 (stereo not given)	0.1	1%	4%[58.9 µM]	-1%	-2%	4%	-3%	5%	16%

Individual results from the results shown.
Apoferritin bind, Cc1cc2oc(C(=O)Nc3ccc(S(=O)(=O)N4CCCC(C)C4)cc3)cc(=O)c2cc1Cl (stereo not given) : -8%
Pol kappa inh, COc1ccccc1NCC(=O)N/N=C/c1cccnc1 : 0%

Of the compounds above, these have bromine:
SMILES	TRHR agonist	ERG Ets-DNA blk	Pol iota inh	BLM inh	Apoferritin bind	POLB inh	Pol kappa inh	APEX1 inh	ALOX12 inh
COc1ccc(C(=O)c2ccc(Br)cc2)cc1	-1.1	-1%	?	-9%	-3%	14%	6%	20%	-4%
COC(=O)c1c(NC(=O)c2cc(OC)c(OC)c(OC)c2Br)sc2c1CCC(C)C2 (stereo not given)	1.3	2%	5%	-7%	-10%	3%	6%	.	-21%
